TcdB GH inh: TcdB glycohydrolase inhibitors, primary screen, biochemical, single point, plate reader; Toxin B (Clostridioides difficile), P18177; TcdB glycohydrolase enzymatic assay; AID 652162, 2013; inhibition, % at 9.99 µM; 350,000 tested, 0.24% active; in the data active means inhibition above about 10%
Y pestis TopoI: Yersinia pestis topoisomerase I inhibitors, primary screen, biochemical, cleavage product accumulation, plate reader, single point; DNA topoisomerase I (Yersinia pestis CO92); Y. pestis Topo-I cleavage product accumulation; activity, % at 10 µM; 360,000 tested, 0.064% active; in the data active means activity above about 50%, passing the limit was not always enough; inconclusive means no clear call, values can overlap the other calls; further: inactives centre near 2
PfHsp40 rescue: rescue of yeast from PfHsp40 toxicity, primary screen, S. cerevisiae, ATP luminescence. S. cerevisiae expressing PfHsp40, growth rescue. growth rescue, % at 12.5 µM. 340,000 tested, 0.68% active. AID 504582, 2011; in the data active means growth rescue above about 28%, passing the limit was not always enough; inconclusive means no clear call, values can overlap the other calls;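 further: yeast W303a lacking pdr1 and pdr3 grown in galactose medium; growth measured after three days at 30 °C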
PrPC TRFRET: inhibitors of human cell surface prion protein PrPC, primary screen, cell-based, TR-FRET; 370,000 tested, 0.43% active; Major prion protein (Homo sapiens), P04156; TR-FRET read-out; inhibition, % at 13.8 µM; in the data active means inhibition above about 24%; further: 0% = median of the test wells and 100% = reference compound wells
Anthrax LF inh2: Bacillus anthracis LF protease inhibitors, primary screen, biochemical, multiplex microsphere, MLPCN library | Lethal factor (Bacillus anthracis), P15917 | multiplex microsphere protease cleavage assay | inhibition, % at 10 µM | 360,000 tested, 0.12% active | AID 588501, 2011; further: plate controls were buffer without enzyme for full effect and enzyme alone for no effect
SSB-PriA inh: inhibitors of Klebsiella pneumoniae PriA binding to SSB C-terminal tail, primary screen, biochemical, AlphaScreen; PriA–SSB C-terminal tail interaction (Klebsiella pneumoniae); AlphaScreen SSBct-PriA binding, biotinylated peptide; inhibition, % at 33 µM; 430,000 tested, 0.6% active; AID 1272365, 2023; in the data active means inhibition mostly above about 37%, no sharp cut-off; inactive means mostly below about 20%;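 further: plate controls were negative control peptide for no effect and reference peptide for full effect; strong numbers were not always called active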
SARS 3CLpro inh: SARS-CoV 3CLpro protease inhibitors, primary screen, biochemical, quenched FRET; Replicase polyprotein 1ab (Severe acute respiratory syndrome coronavirus), P0C6X7; recombinant SARS-CoV 3CLpro, quenched FRET peptide cleavage; inhibition, % at 6 µM; 290,000 tested, 0.14% active; AID 1706, 2009; in the data active means inhibition above about 12%
BH1578 lux ind: inducers of Vibrio cholerae quorum light production without autoinducers, primary screen, BH1578 luxS cqsA deficient, single point. V. cholerae BH1578 lux reporter, luminescence, 6 h. activation, % at 18.7 µM. 350,000 tested, 0.16% active; in the data active means activation mostly above about 9.7%, no sharp cut-off; inconclusive means no clear call, values can overlap the other calls; inactive means mostly below about 3.7%; further: not every result past the cut was called active; inactives centre near 0; reference of the scale not given here
BoNT-A LC inh2: BoNT/A light chain protease inhibitors, primary screen, biochemical, flow cytometry, MLPCN library; Botulinum neurotoxin type A light chain protease (Clostridium botulinum A str. ATCC 3502); multiplex microsphere protease substrate cleavage; inhibition, % at 10 µM; 360,000 tested, 0.17% active; AID 588499, 2011; further: plate controls were buffer without enzyme for full effect and enzyme alone for no effect
Numbers without * were called inactive; i = inactive; ? = inconclusive; . = no result given; + = active, no number. Unless noted, no stated cut-off is given here; in the data, active means inhibition above about 30%; inconclusive means no clear call, values can overlap the other calls; inactive means below that. The list is partial (hit frequency here may not be typical).

Screens in order – TcdB GH inh, Y pestis TopoI, PfHsp40 rescue, PrPC TRFRET, Anthrax LF inh2, SSB-PriA inh, SARS 3CLpro inh, BH1578 lux ind, BoNT-A LC inh2
COc1ccccc1OCC(=O)NCCS(=O)(=O)N1CCN(c2ccc(F)cc2)CC1
 : -0.2, 4, -0.3, 2, 2, 1, -3, -0.2, 6.4
O=C(Oc1ccc(/C=N/O)cc1)c1ccccc1Cl
 : 1.7, -1, 0.8, -8, 0, ., 4, -0.3, 0.4
Cc1ccc(C(=O)OCc2c(C)noc2C)cc1NC(=O)c1ccco1
 : 0.7, 10, 1.4, 2, -2, 2, -1, -0.3, -2.7
CCOC(=O)C(C(=O)Nc1ccccc1C)C1CCCCC1 (stereo unspecified)
 : 0.0, -13, -0.5, 5, 2, 0, 1, -0.4, 0.2
O=C(COC(=O)c1ccc(Cl)c(S(=O)(=O)N2CCN(c3ccc(F)cc3)CC2)c1)Nc1cccc(Cl)c1
 : ., 7, -0.4, -3, -8, -1, 0, i, -1.2
CC(=Nc1ccccc1)C1=C(O)C(Cc2ccc(O)cc2)NC1=O (stereo unspecified)
 : 1.5, -2, -1.1, 7, -5, -6, ., i, 0.1
CC1(C)CCc2cc(-c3ccnc(=S)[nH]3)ccc2O1
 : 2.4, -13, 0.3, 3, -9, -4, 2, -0.3, -1.7
Cc1ccc(C(=O)Nc2ccccc2N2CCCCC2)cc1
 : 1.2, 22, 3.3, 2, 0, -10, 0, i, -1.5
O=C(Nc1cccc2nsnc12)c1cccnc1
 : -1.3, -1, 0.4, -21, 3, -7, 5, -0.3, 6.4
O=S(=O)(Nc1nccs1)c1ccc(NS(=O)(=O)c2c(F)cc(F)c(Cl)c2F)cc1
 : -0.4, 0, 0.4, -5, 4, -8, ., i, -0.1
OC1(c2ccc(F)cc2)CN(c2ccccc2)C2=[N+]1CCS2 (stereo unspecified)
 : ., -2, 1.8, 5, -3, 1, 6, -0.2, -1.1
CC(C)(C)CNc1cc(N2CCCC2)ccc1[N+](=O)[O-]
 : 0.9, 1, -0.7, ., -6, -14, -2, -0.5, 0.1
CCOc1ccc(S(=O)(=O)N2CCN(c3ncccn3)CC2)cc1
 : 2.4, -3, 0.4, 13, -11, 6, -4, -1.3, -0.6
CCOC(=O)c1c(C)oc2cc(Br)c(O)c(Br)c12
 : -0.9, 9, 10, 3, 4, -6, 6, -0.2, 0.2
CN(CCc1ccccc1)C(=O)c1ccc(NC(=O)Cc2ccc(NC(=O)C3CCN(C(=O)C4CCCC4)CC3)cc2)cc1
 : -3.6, 24, 1.2, 11, 0, -5, ., 0.0, 0.8
COc1ccc(-n2nc(C(=O)NCC(=O)NCCCN3CCOCC3)c3ccccc3c2=O)cc1Cl
 : 0.1, -2, 0.4, -17, -2, -1, -1, -0.3, -3.0
CCn1cnc2c(Nc3cccc(Cl)c3)nc(C#N)nc21
 : 2.8, -14, 0.0, 0, 1, 2, ., i, -0.1
Cc1ccc(C(=O)CSc2nn3c(=O)c(C(C)(C)C)nnc3s2)cc1
 : ., 1, -0.1, -3, -3, 0, -3, 0.9, 0.7
O=C(O)C1C2CCC(O2)C1C(=O)Nc1ccc(O)cc1 (stereo unspecified)
 : ., -5, -0.4, 1, 0, 6, 0, -2.6, 0.3
CCN(CC)CCn1c2c(c(SCC(=O)Nc3ccccc3Cl)nc1=O)CCCC2
 : -0.7, 4, ., -1, -2, 2, ., i, 0.9
Cc1ccc(OCCn2cc(/C=C(\C#N)C(=O)NCC3CCCO3)c3ccccc32)cc1 (stereo unspecified)
 : 1.4, -2, 2.6, -2, -3, -17, -6, 0.0, -0.5
CCOC(=O)C1=C(C)N(C)C(C)=C(C(=O)OCC)C1c1ccc(C(=O)OC)cc1
 : ., 40, 1.0, 0, -4, -21, 5, i, -0.2
O=C(CCNC(=O)C1CCN(S(=O)(=O)c2ccc(F)cc2)CC1)NC1CC1
 : 2.0, -6, 1.1, 3, -1, 7, -1, i, 3.4
C/C(=N\Nc1ccc(Cl)nn1)c1ccccc1O
 : -1.6, 7, 0.1, -5, 3, ., ., -2.7, -0.5
CC1CCCCN1S(=O)(=O)c1ccc(C(=O)Nc2nnc(-c3ccncc3)o2)cc1 (stereo unspecified)
 : 1.0, 6, 1.1, 1, 2, 7, -1, -0.6, -0.6
CCOc1ccc(CCNC(=O)COC(=O)/C=C/c2cccc(OC)c2)cc1OCC
 : 4.4, 22, -0.5, 4, -3, 3, ., -1.1, -3.4
CCNC(=O)N(CC)C[C@H]1N[C@@](Cc2ccccc2)(C(=O)OC)[C@H]2C(=O)N(Cc3ccccc3)C(=O)[C@@H]12
 : 0.7, 1, 1.3, 4, -3, 6, ., -0.2, -0.2
CCOC(=O)CC1CCCCN1C(=O)CCCn1nnnc1CN1CCOCC1 (stereo unspecified)
 : -0.1, 7, 0.4, -4, 2, -10, 3, -0.1, 1.1
COC(=O)c1cc(Br)ccc1N(Cc1cc(OC)cc(OC)c1)S(C)(=O)=O
 : 1.5, 15, 0.4, -4, -4, -12, ., i, -0.4
COC(=O)c1cn(NC(=O)c2cc([N+](=O)[O-])ccc2F)c(=O)c2ccccc12
 : -0.9, 1, 0.2, 3, 1, 3, 6, -0.2, 0.6

Three records drawn at random from the list so far:
Screens in order – TcdB GH inh, Y pestis TopoI, PfHsp40 rescue, PrPC TRFRET, Anthrax LF inh2, SSB-PriA inh, SARS 3CLpro inh, BH1578 lux ind, BoNT-A LC inh2
COC(=O)c1cn(NC(=O)c2cc([N+](=O)[O-])ccc2F)c(=O)c2ccccc12
 : -0.9, 1, 0.2, 3, 1, 3, 6, -0.2, 0.6
CCOc1ccc(CCNC(=O)COC(=O)/C=C/c2cccc(OC)c2)cc1OCC
 : 4.4, 22, -0.5, 4, -3, 3, ., -1.1, -3.4
CCOc1ccc(S(=O)(=O)N2CCN(c3ncccn3)CC2)cc1
 : 2.4, -3, 0.4, 13, -11, 6, -4, -1.3, -0.6

Following part:
Screens in order – TcdB GH inh, Y pestis TopoI, PfHsp40 rescue, PrPC TRFRET, Anthrax LF inh2, SSB-PriA inh, SARS 3CLpro inh, BH1578 lux ind, BoNT-A LC inh2
CC(C)(C)OC(=O)N1CCCC(C(=O)Nc2ccc(C(=O)N3CCCCC3)cc2)C1 (stereo unspecified)
 : 0.4, 28, -0.6, 1, 2, 4, ., -0.1, 0.1
COC(=O)c1ccc(C)c(NC(=S)NCc2ccc(Cl)cc2)c1
 : ., 1, 0.8, 7, -1, 1, -1, -0.6, -0.7
CCOc1ccc(NC(=O)CN(C)C(=O)C2CC(=O)N(CCc3ccc(OC)c(OC)c3)C2)cc1OCC (stereo unspecified)
 : 0.0, 7, -0.1, -2, -2, 2, ., -1.7, -7.4
COc1ccc(/C(O)=C2/C(=O)C(=O)N(CCCN3CCOCC3)C2c2ccc(C)cc2)cc1 (stereo unspecified)
 : -0.4, 8, 0.1, 3, 4, ., 4, i, 1.7
Cc1ccc(-n2c(C3CC3c3ccc(Cl)cc3)n[nH]c2=S)cc1 (stereo unspecified)
 : -0.5, 0, -0.6, 0, 1, 9, 6, -0.2, -3.7
O=C(Nc1ccccc1Oc1cccnc1)C1CCCN(Cc2ccccc2O)C1 (stereo unspecified)
 : 0.4, -4, 1.1, -8, 2, -3, 4, -0.3, -0.2
COc1cc(C(=O)N2CCN(c3cccc(C)c3C)CC2)ccc1OCC(=O)N1CCOCC1
 : 0.1, 24, -1.4, -3, 8, -3, ., -0.7, -1.1
O=C(COc1cccc2ccccc12)Nc1ccc(Cl)cc1C(=O)O
 : 0.7, -9, -0.5, 0, -6, -13, 4, 0.4, -0.9
Cc1ccc(SCCC(=O)Nc2ccccc2C(=O)NC2CCCCC2)cc1
 : 0.4, 15, 3.5, -2, 0, -3, -7, -0.1, 3.5
NC(=O)Cc1ccc(C(=O)c2ccc(Cl)cc2)s1
 : 0.5, 2, -0.8, -10, 1, -1, 5, -0.3, 0.2
CC(C)c1ccc(S(=O)(=O)/N=C2\C=C(NS(=O)(=O)c3ccccc3)C(=O)c3ccccc32)cc1
 : -3.3, 7, 2.2, -4, 1, ., 8, -0.3, 1.5
CCN(Cc1cc(=O)[nH]c2ccccc12)C(=O)c1ccc(C)cc1
 : 0.6, 4, 0.1, 9, -1, -5, 1, 1.6, -0.2
CCCC[N+]12C3C[C@H](C4[C@H](O)[C@]5(C[C@@H]41)c1ccccc1N(C)[C@@H]35)[C@H](CC)[C@H]2O (stereo partly specified)
 : -0.6, 2, 0.4, -16, -7, 49*, -2, -0.1, 0.0
COCC(C)n1c(C)cc(C(=O)COC(=O)c2n[nH]c3ccccc23)c1C (stereo unspecified)
 : ., 25, -0.1, 0, -4, 11, 4, -0.4, -0.9
CCOC(=O)c1ccc(NC(=O)CSc2nc3c(c(=O)n2-c2ccccc2OC)SCC3)cc1
 : 1.4, 19, 0.4, -2, -5, 9, ., i, -0.3
CC(=O)Nc1ccc(Nc2ncnc3c2cnn3-c2ccc(C)cc2C)cc1
 : ., -6, 0.6, 9, ?, -8, 4, -0.3, 0.6
COCC(=O)N(C)C[C@H]1N[C@@](C)(C(=O)OC)[C@H]2C(=O)N(C)C(=O)[C@@H]12
 : -1.1, 3, -0.3, 5, -1, 3, ., i, 0.0
CCOc1ccc(-n2c(N)c(C(=O)N3CCN(C)CC3)sc2=S)cc1
 : 0.1, -4, 0.9, -29, 0, -4, 4, -1.1, 0.1
O=C(COC(=O)Cc1ccc(Cl)cc1)Nc1c(F)cccc1F
 : 0.8, -6, 0.7, 5, -2, -13, 7, -6.7, 0.1
O=C(Cc1cccs1)Nc1ccc2c(c1)C(=O)OC2
 : 1.0, 4, -0.7, 4, 0, -1, 6, 1.2, 0.3
COCC1CCCN(C(=O)c2ccc3oc(C(C)C)nc3c2)C1 (stereo unspecified)
 : 1.5, 4, 1.0, 6, 0, -13, -7, -0.1, -6.2
Cc1ccnc(NC(=O)c2ccccc2[N+](=O)[O-])c1
 : ., -2, ?, -12, 2, -10, 0, 3.8, -0.8
COc1cc(/C=C/C(=O)O)cc(S(=O)(=O)NC2CCCC2)c1OC
 : 0.6, -5, -2.0, -8, -1, -6, 1, -2.3, -0.9
O=C(OCc1c(Cl)cccc1Cl)c1cccnc1Cl
 : ., 10, 1.8, -1, -1, -8, 6, 3.0, ?
COc1cccc(/C=N/NC(=O)CSc2cccc3cccnc23)c1
 : 2.8, 0, 0.6, 2, 4, +, 0, 2.3, -1.4
O=C(NC1CCCCCC1)c1c(F)c(F)c(F)c(F)c1F
 : ., 8, 0.2, 7, -3, -5, -1, i, -0.2
COc1ccc(NC(=O)CC2C(=O)N(c3ccccc3)C(=O)N2Cc2ccco2)cc1 (stereo unspecified)
 : -0.1, 3, 0.2, 1, -7, 0, 3, -1.4, 0.9
CN(C)C(=O)C(=O)c1c(-c2ccccc2)cc2ccccn12
 : ., 0, -0.7, -10, -1, -6, -1, i, -0.1
COc1ccc(C(CNC(=O)c2ccc(NS(=O)(=O)c3cccc([N+](=O)[O-])c3)cc2)N2CCOCC2)cc1 (stereo unspecified)
 : 1.0, 2, -1.2, -11, 1, 5, 5, 2.9, 2.2
COCCN(C(=O)CSc1nnc2cc(C)c3ccccc3n12)c1c(N)n(Cc2ccccc2)c(=O)[nH]c1=O
 : 1.6, -6, 0.2, -1, 0, -2, -5, -0.2, 0.4
CN(C(=O)COC(=O)c1cccc(S(=O)(=O)N2CCCCC2)c1)C1CCS(=O)(=O)C1 (stereo unspecified)
 : 1.2, 7, 0.2, 2, 1, -16, ., 2.9, 2.1
CC(=O)NN1CCc2cc3ccc(C)cc3nc21
 : -4.9, 3, -1.1, 7, -2, -3, -5, -1.4, 7.5

Screens: PubChem BioAssay, several laboratories
